GCN5L2 inh: GCN5L2 (KAT2A) acetyltransferase inhibition; Q92830; GCN5L2 HAT assay, ThioGlo1 CoA-SH fluorescence; Potency, µM (doses to about 58.9 µM), for the others: at the highest dose activity change, negative = inhibition, most hits filed as inhibitors; 390,000 tested, 0.21% active
Target sequence (Q92830 whole entry, looked up): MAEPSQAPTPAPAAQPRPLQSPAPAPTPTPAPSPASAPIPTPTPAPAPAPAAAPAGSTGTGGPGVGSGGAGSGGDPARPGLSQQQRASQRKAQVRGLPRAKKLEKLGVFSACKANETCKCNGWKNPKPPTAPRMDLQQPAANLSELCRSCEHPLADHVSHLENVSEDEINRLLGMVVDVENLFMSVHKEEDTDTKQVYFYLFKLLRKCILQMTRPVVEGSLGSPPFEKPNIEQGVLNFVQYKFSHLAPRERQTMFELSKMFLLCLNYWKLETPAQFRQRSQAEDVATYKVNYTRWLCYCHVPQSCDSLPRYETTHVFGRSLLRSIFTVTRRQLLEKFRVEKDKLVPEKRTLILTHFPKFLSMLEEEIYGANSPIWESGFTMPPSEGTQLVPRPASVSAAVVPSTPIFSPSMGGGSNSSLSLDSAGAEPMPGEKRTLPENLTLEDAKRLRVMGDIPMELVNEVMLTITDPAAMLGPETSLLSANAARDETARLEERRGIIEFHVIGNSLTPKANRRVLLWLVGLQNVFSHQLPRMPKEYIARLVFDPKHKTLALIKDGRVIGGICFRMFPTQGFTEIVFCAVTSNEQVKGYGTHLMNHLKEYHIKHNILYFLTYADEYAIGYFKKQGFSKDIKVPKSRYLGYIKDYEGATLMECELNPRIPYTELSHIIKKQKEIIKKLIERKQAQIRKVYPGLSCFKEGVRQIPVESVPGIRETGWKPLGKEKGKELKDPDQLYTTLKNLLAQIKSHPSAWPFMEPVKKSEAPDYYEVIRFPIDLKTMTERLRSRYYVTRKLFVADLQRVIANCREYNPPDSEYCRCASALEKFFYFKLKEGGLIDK
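Free CoA generated was detected with ThioGlo1 (50uM) fluorescence at Ex340nm/Em540nm, read immediately and after 20 min at room temperature. Enzyme, 20 nM in HEPES pH 7.5 buffer, saw compounds 15 min before adding 75uM H3(1-25) peptide and 70uM acetyl-CoA.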
DT40 TDP1 no CPT: qHTS for Inhibitors of human tyrosyl-DNA phosphodiesterase 1 (TDP1): qHTS in cells in absence of CPT; DT40 Tdp1-/- hTDP1 cells, no CPT, ATP luminescence, 48 h; Potency, µM (titrated, usually from 46.2 µM), inactives show at the top dose activity change, negative = growth inhibition, most hits filed as inhibitors; 420,000 tested, 15% active; AID 686978, 2013; note: nearly all actives have a fitted effect of over 55% in size
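Compound effects on proliferation are scored in DT40 Tdp1-/-;hTDP1 cells in the absence of CPT. ATP levels (CellTiter-Glo luminescence) are recorded after a ≥48 hr, 37 °C incubation.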
DT40 TDP1 CPT: DT40-hTDP1 cell growth loss with CPT; chicken DT40 Tdp1-/-;hTDP1 cells + 20 nM CPT, ATP luminescence, 48 h; Potency, µM (top dose mostly 46.2 µM), without a hit: at the top dose activity change, negative = growth inhibition, most hits filed as inhibitors; 420,000 tested, 12% active; note: nearly all actives have a fitted effect of over 55% in size
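Chicken DT40 Tdp1-/- cells stably complemented with human TDP1 were seeded at 400 cells/well in medium containing 20 nM camptothecin, exposed to pin-transferred compounds, and grown at 37 °C for at least 48 hr. Viability was read as ATP luminescence.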
An asterisk follows results filed as active; u = inconclusive; x = not tested or not shown; [ ] = another dose, or the depositor's remark. Calls come from the whole dose curve; as a rule, active = well fitted curve in the direction sought with a large enough effect; inconclusive = small, poorly fitted or top-dose-only effect, or another doubt; inactive = no such curve, though single readings can be large; an effect the other way counts as inactive or inconclusive. % is set by controls: 0 for no effect and ±100 for the full control effect; potency is the fitted concentration of half-maximal effect.

| nr | canonical_smiles | GCN5L2 inh | DT40 TDP1 no CPT | DT40 TDP1 CPT |
| --- | --- | --- | --- | --- |
| 1 | Cc1ccc(NC(=O)CN2CCN(C(=O)c3ccco3)CC2)cc1 | 3% | -5% | 3% |
| 2 | CCc1c(C(=O)Nc2ccc(S(=O)(=O)N3CCOCC3)cc2)csc1C | -7% | 18µM* | 23µM* |
| 3 | CCc1nc2ccccc2c(NC(=O)CN2CCC(C)CC2)c1C | -2% | u | 0% |
| 4 | O=C(Nc1cccc(S(=O)(=O)N2CCCCC2)c1)C1CCCN1S(=O)(=O)c1ccccc1F (centres undefined) | -5% | u | u |
| 5 | Cc1cc(CN(C)C(=O)C2CCC(=O)N(CCc3cccc(F)c3)C2)on1 (centres undefined) | -4% | -4% | -11% |
| 6 | COC(=O)C1(c2ccccc2)NC(c2cccs2)C2C(=O)N(c3ccccc3)C(=O)C21 (centres undefined) | x | -7% | -6% |
| 7 | CCOC(=O)c1[nH]c2ccccc2c1NC(=O)CC(C)C | -4% | 2% | -4% |
| 8 | O=C(NCCCn1ccnc1)c1ccc(C(F)(F)F)cc1 | 0% | -1% | -4% |
| 9 | Cc1nn(C)c(C)c1CNC(=O)Nc1ccc2c(c1)OCO2 | -8% | -18% | -10% |
| 10 | CCS(=O)(=O)c1ncc(Cl)c(C(=O)Nc2c(C(=O)Nc3cccc(C)c3)oc3ccccc23)n1 | 0% | 0.73µM* | 1µM* |
| 11 | CCC(C(=O)N1CCN(C(=O)c2ccco2)CC1)n1sc2ccccc2c1=O (centres undefined) | -1% | -2% | -13% |
| 12 | O=C(N/N=C/c1cccs1)C(=O)N1CCCC1 | -4% | 8% | 9% |
| 13 | COc1ccc(C(=O)N2CCC(n3nccc3NC(=O)C3CCOC3)CC2)cc1 (centres undefined) | -3% | 0% | 21% |
| 14 | O=C(c1ccccc1Cl)N1CCN(CCc2ccccn2)CC1 | 1% | -24% | -20% |
| 15 | CCOC(=O)C1(C)CCN1C(=O)c1cncc(Br)c1 (centres undefined) | x | -2% | -18% |
| 16 | Nc1nnc(-c2ccc(Cl)cc2)s1 | 0% | -15% | -13% |
| 17 | C1CNC(C23CC4CC(CC(C4)C2)C3)=N1 | -11% | 12% | 0% |
| 18 | COc1ccccc1Nc1nc(-c2ccc3c(c2)NC(=O)CO3)cs1 | -4% | 18µM* | 23µM* |
| 19 | O=C(CSc1ccncc1)Nc1ccc(S(=O)(=O)Nc2nccs2)cc1 | -2% | -2% | 17% |
| 20 | O=C(CCNC(=O)c1ccc(Cl)cc1)Nc1c(F)c(F)cc(F)c1F | -1% | -21% | -8% |
| 21 | OC(CCc1ccncc1)c1ccccc1 (centres undefined) | -4% | 0% | 6% |
| 22 | CC(C)(C)[C@@H]1C=C(C(=O)NC2CC2)O[C@H](OCc2ccc(CO)cc2)C1 | 4% | u | u |
| 23 | CN(C)S(=O)(=O)c1ccc(S(=O)(=O)N2CCCC(C(=O)NC3CCCC3)C2)cc1 (centres undefined) | -5% | 2.9µM* | u |
| 24 | COc1ccc([C@H]2CC(=O)C[C@@H](CCn3ccnn3)O2)cc1 | x | -9% | -13% |
| 25 | CCSC1=N/C(=C\c2ccc(C(=O)O)cc2)C(=O)S1 | -3% | -9% | -12% |
| 26 | Cc1ccnc(NS(=O)(=O)c2ccc(NC(=O)c3ccc(S(=O)(=O)N4CC(C)OC(C)C4)cc3)cc2)n1 (centres undefined) | -3% | -16% | 2% |
| 27 | O=c1c2ccccc2c(/C=N/NS(=O)(=O)c2ccccc2)c(O)n1-c1ccccn1 | -1% | -25% | -1% |
| 28 | OC(CN1C2=NCCN2c2ccccc21)c1ccc2c(c1)OCO2 (centres undefined) | -1% | 23µM* | u |
| 29 | CN(C(=O)Nc1ccccc1)C1CCCCC1 | -6% | 1% | 4% |
| 30 | COc1ccc(N2CCN(C(=O)c3ccc4c(c3)N(Cc3cccc(Cl)c3)C(=O)c3ccccc3S4(=O)=O)CC2)cc1 | -5% | -14% | -5% |
| 31 | O=C(COC(=O)[C@H](Cc1ccccc1)NC(=O)c1cccs1)Nc1ccccc1C(F)(F)F | -2% | -5% | -4% |
| 32 | CCOC(=O)c1cnc2c(c(C3CC3)nn2C)c1N1CCOCC1 | -3% | u | -24% |
| 33 | CCOC(=O)C(=O)N(Nc1ccc(C)cc1)c1ccc(C)cc1 | -3% | -19% | 2% |
| 34 | COP(=O)(OC)c1nc(-c2ccccc2)oc1N1CCOCC1 | -5% | 0% | 23% |
| 35 | O=C(CN1C(=O)c2cccnc2Oc2ccc(Cl)cc21)NCCCN1CCCCC1 | -4% | 3% | -1% |
| 36 | CC(C)[C@H]1c2ccc(F)cc2CC[C@@]1(CCN(C)CCCc1nc2ccccc2[nH]1)OC(=O)C1CC1 | -6% | 4.5µM* | 5µM* |
| 37 | CN(N=O)C(=O)N[C@H]1C(O)C(O)C(CO)O[C@@H]1O (some centres undefined) | -12% | -12% | 1% |
| 38 | CCCNC(=O)COc1coc(CN2CCN(c3ccccc3)CC2)cc1=O | 2% | 5% | -2% |
| 39 | Cc1nc2nc(CC(=O)O)[nH]n2c(=O)c1[N+](=O)[O-] | -3% | 21% | 3% |
| 40 | Cc1ccc(N2C(=O)Nc3ccccc3C2(O)C(=O)NCCCOC(C)C)cc1C (centres undefined) | 0% | 7% | 11% |

One compound at a time, as listed above:
Listed for `O=c1c2ccccc2c(/C=N/NS(=O)(=O)c2ccccc2)c(O)n1-c1ccccn1` = GCN5L2 inh = -1%; DT40 TDP1 no CPT = -25%; DT40 TDP1 CPT = -1%
Listed for `OC(CCc1ccncc1)c1ccccc1` (centres undefined) = GCN5L2 inh = -4%; DT40 TDP1 no CPT = 0%; DT40 TDP1 CPT = 6%

Other records:
| nr | canonical_smiles | GCN5L2 inh | DT40 TDP1 no CPT | DT40 TDP1 CPT |
| --- | --- | --- | --- | --- |
| 41 | CCOc1cc2[nH]c(=S)n(Cc3ccc(C(=O)NCCN(CC)CC)cc3)c(=O)c2cc1OCC | -4% | u | u |
| 42 | CN(C)S(=O)(=O)c1cccc(-c2nn(-c3ccccc3)cc2/C=C2\SC(=S)NC2=O)c1 | u | u | u |
| 43 | Nc1cc(N)nc(SCCOc2ccccc2F)n1 | -8% | -9% | -12% |
| 44 | Cc1cc(C)c2c(CC(=O)Nc3nccs3)coc2c1 | 0% | u | -21% |
| 45 | O=C(O)c1ccc(Cl)c(S(=O)(=O)Nc2ccc3cn[nH]c3c2)c1 | -10% | -21% | 8% |
| 46 | CCc1nc(Cl)c(C#N)c2c1CCCC2 | 3% | u | u |
| 47 | CC1=C(C(=O)OCC2CCCO2)C(c2ccsc2)C2=C(CCCC2=O)N1 (centres undefined) | -4% | u | 7% |
| 48 | Cc1cc(C)cc(NC(=O)Cc2ccc(-n3cccc3)cc2)c1 | 3% | -5% | -14% |
| 49 | Cc1ccc2c(c1)C(c1ccccc1)N(C(=O)c1ccc(S(=O)(=O)N3CCCC3)cc1)CC(=O)N2 (centres undefined) | -2% | u | u |
| 50 | C=CCN1C(=O)CSC1=Nc1ccc(NC(C)=O)cc1 | -2% | -5% | 10% |
| 51 | O=C(CN1C(=O)COc2ccc(S(=O)(=O)N3CCCCCC3)cc21)NCc1ccc(Cl)cc1 | -4% | -24% | u |
| 52 | Cc1oc(-c2cccs2)nc1CN1CCC(CO)(CCOc2ccccc2)CC1 | 9% | u | u |
| 53 | Cc1ccc(S(=O)(=O)NC2CCCC2)cc1C(N)=O | 3% | 2% | -12% |
| 54 | O=C(CN(C(=O)c1csnn1)c1cccc2c1CCCC2)NCc1ccc(F)cc1 | -2% | u | -14% |
| 55 | O=C(CNc1ccc(Cl)c(C(F)(F)F)c1)N1CCN(S(=O)(=O)c2ccccc2)CC1 | x | u | u |
| 56 | COc1ccccc1-c1cc(NC(C)=O)c2ncc(-c3cccc(C(C)=O)c3)n2c1 | x | 15µM* | 23µM* |
| 57 | CC(C)CC(OC(=O)CC1Sc2ccccc2NC1=O)C(=O)NC1CCCC1 (centres undefined) | -4% | u | -6% |
| 58 | COCCCNC(CC(=O)Nc1ccc(OC)cc1OC)C(=O)O (centres undefined) | x | -21% | 1% |
| 59 | O=C(O)c1ccccc1N1C(=O)C2C3c4ccccc4C(Br)(c4ccccc43)C2C1=O (centres undefined) | -9% | 1% | 1% |
| 60 | CCOc1ccc(S(=O)(=O)N2CCC(C(=O)Nc3cccc(NC(C)=O)c3)CC2)cc1 | -3% | 0% | -3% |

15 entries from above, with values under each structure.
Every second line gives: GCN5L2 inh	DT40 TDP1 no CPT	DT40 TDP1 CPT
(41) CCOc1cc2[nH]c(=S)n(Cc3ccc(C(=O)NCCN(CC)CC)cc3)c(=O)c2cc1OCC
  -4%	u	u
(42) CN(C)S(=O)(=O)c1cccc(-c2nn(-c3ccccc3)cc2/C=C2\SC(=S)NC2=O)c1
  u	u	u
(43) Nc1cc(N)nc(SCCOc2ccccc2F)n1
  -8%	-9%	-12%
(44) Cc1cc(C)c2c(CC(=O)Nc3nccs3)coc2c1
  0%	u	-21%
(45) O=C(O)c1ccc(Cl)c(S(=O)(=O)Nc2ccc3cn[nH]c3c2)c1
  -10%	-21%	8%
(46) CCc1nc(Cl)c(C#N)c2c1CCCC2
  3%	u	u
(47) CC1=C(C(=O)OCC2CCCO2)C(c2ccsc2)C2=C(CCCC2=O)N1 (centres undefined)
  -4%	u	7%
(48) Cc1cc(C)cc(NC(=O)Cc2ccc(-n3cccc3)cc2)c1
  3%	-5%	-14%
(49) Cc1ccc2c(c1)C(c1ccccc1)N(C(=O)c1ccc(S(=O)(=O)N3CCCC3)cc1)CC(=O)N2 (centres undefined)
  -2%	u	u
(50) C=CCN1C(=O)CSC1=Nc1ccc(NC(C)=O)cc1
  -2%	-5%	10%
(51) O=C(CN1C(=O)COc2ccc(S(=O)(=O)N3CCCCCC3)cc21)NCc1ccc(Cl)cc1
  -4%	-24%	u
(52) Cc1oc(-c2cccs2)nc1CN1CCC(CO)(CCOc2ccccc2)CC1
  9%	u	u
(53) Cc1ccc(S(=O)(=O)NC2CCCC2)cc1C(N)=O
  3%	2%	-12%
(54) O=C(CN(C(=O)c1csnn1)c1cccc2c1CCCC2)NCc1ccc(F)cc1
  -2%	u	-14%
(55) O=C(CNc1ccc(Cl)c(C(F)(F)F)c1)N1CCN(S(=O)(=O)c2ccccc2)CC1
  x	u	u

Continuation:
| nr | canonical_smiles | GCN5L2 inh | DT40 TDP1 no CPT | DT40 TDP1 CPT |
| --- | --- | --- | --- | --- |
| 61 | Cc1cccc(NC(=O)CN2C(=O)COc3ccc(Cl)cc32)c1C | -5% | -17% | -19% |
| 62 | Cc1ccc(NC(=O)C2CCN(S(=O)(=O)c3cccs3)CC2)cc1C | -5% | u | -20% |
| 63 | Cc1cc(=O)[nH]c2c(C)cc(S(=O)(=O)N3CCOCC3)cc12 | x | 16% | -12% |
| 64 | Cc1nn(-c2ccccc2)c(C)c1S(=O)(=O)O | 181%[activator] | 31%[activator] | -28% |
| 65 | COC(=O)c1ccc(C(=O)OC)c(NS(C)(=O)=O)c1 | -8% | -1% | -7% |
| 66 | Nc1nc(NCc2ccco2)nc(Nc2ccccc2)c1[N+](=O)[O-] | -2% | -12% | 14% |
| 67 | O=C(Cn1cccc1C(=O)c1ccccc1)NCc1cccc(Cl)c1 | -4% | u | u |
| 68 | COc1ccc(C(=O)Nc2nnc(-c3cccs3)s2)cc1 | 0% | 12µM* | 10µM* |
| 69 | O=c1cc(N2CCN(c3ccccc3)CC2)[nH]c(=O)n1C1CCCCC1 | -4% | -21% | -11% |
| 70 | Cc1ccc(OC(F)F)c(NC(=O)Nc2ccc3c(c2)OCO3)c1 | 2% | -10% | -3% |
| 71 | COc1ccc(N(CC(=O)NCc2ccco2)S(=O)(=O)c2ccc(OC)c(OC)c2)cc1 | -5% | -14% | -12% |
| 72 | COc1ccc(NC(=O)Cn2cc(S(=O)(=O)Cc3ccc(F)cc3)c3ccccc32)cc1OC | -16% | u | u |
| 73 | O=C(O)CCCC[C@@H]1SC[C@H]2NC(=O)N[C@@H]12 | x | -12% | 6% |
| 74 | Cc1ccccc1NS(=O)(=O)c1ccc(C2CNC(=O)C2)cc1 (centres undefined) | -15% | -3% | -4% |
| 75 | N#Cc1cccc(NS(=O)(=O)c2ccc(S(=O)(=O)N3CCOCC3)cc2)c1 | -12% | -13% | -21% |
| 76 | CCC(CC)N=C1NS(=O)(=O)c2cc([N+](=O)[O-])ccc21 | -2% | 21µM* | u |
| 77 | COc1ccc(NC(C)=O)cc1C | -7% | 0% | 0% |
| 78 | COc1cccc(/C=N/NC(=O)c2nc(-c3ccccc3)cc(-c3ccccc3)n2)c1 | -23% | 21µM* | 16µM* |
| 79 | O=C(N/C(=C/c1ccco1)C(=O)N1CCOCC1)c1ccccc1Br | -8% | -4% | 12% |

Compound activity: PubChem, National Center for Advancing Translational Sciences (NCATS)
